# GAA850 FXN act = FXN promoter activators, primary screen, cell-based, luciferase luminescence, HEK293 lucGAA850; HEK293 lucGAA850 FXN promoter luciferase reporter, 24 h; percent of 10 µM SAHA response; activation, % at 6 µM; 360,000 tested, 0.56% active; AID 540364, 2011;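 active means activation above the average of all compounds screened plus 3 SD, cutoff fixed separately per campaign, cut at about 7.5% in these data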;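 further: 0% = DMSO wells and 100% = 10 µM SAHA wells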
# hgDAF12 agonist = H. glycines DAF-12 receptor agonists, primary screen, cell-based, luminescence, HEK293, GAL4 fusion, UAS-luciferase | Nuclear hormone receptor DAF-12 (Heterodera glycines), GAL4 fusion | HEK293 GAL4-hgDAF12 UAS-luciferase reporter, agonist luminescence; normalized to butyrate control | activation, % at 6.8 µM | 370,000 tested, 1.8% active | AID 687014, 2013;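 active means activation above a cutoff set at the mean of all screened compounds plus 3 SD, cut at about 10% in these data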;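 further: 0% = DMSO wells and 100% = sodium butyrate wells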
# proKLK7 act = proKLK7 zymogen activators, primary screen, biochemical, fluorescence intensity; Kallikrein-7 (Homo sapiens), P49862; purified proKLK7, EDANS-DABCYL substrate fluorescence; 100% is mature enzyme control, 0% vehicle; activation, % at 7 µM; 370,000 tested, 0.9% active; AID 652039, 2013;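 active means activation above the mean of all tested compounds plus 3 SD, computed per campaign excluding outliers beyond control limits, cut at about 13% in these data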
# Target sequence (P49862 whole entry, looked up): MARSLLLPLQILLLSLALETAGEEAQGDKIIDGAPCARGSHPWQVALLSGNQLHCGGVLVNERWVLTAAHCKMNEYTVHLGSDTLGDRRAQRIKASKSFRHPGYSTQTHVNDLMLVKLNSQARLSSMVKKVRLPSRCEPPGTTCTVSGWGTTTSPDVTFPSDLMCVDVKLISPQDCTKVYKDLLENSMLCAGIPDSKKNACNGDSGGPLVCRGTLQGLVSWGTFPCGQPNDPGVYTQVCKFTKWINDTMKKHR
# SMARCA2 activ = SMARCA2 (BRM) function activators, primary screen, cell-based, luminescence, high throughput; MG213 cells, MMTV-luciferase reporter, dexamethasone, overnight; activation, % at 9.1 µM; 370,000 tested, 1% active; AID 652017, 2013; in the data active means activation above about 7.8%;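 further: 0% = vehicle wells and 100% = reference activator wells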
# hcDAF-12 act = H. contortus DAF-12 nuclear receptor activators, primary screen, cell-based, luminescence, HEK293, lit1-tk-luc reporter; HEK293 hcDAF-12 lit1-tk-luc reporter; 0% DMSO, 100% Δ7-dafachronic acid; activation, % at 6.8 µM; 370,000 tested, 1.4% active;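 active means activation above the mean of all tested compounds plus 3 SD, cut at about 5.5% in these data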;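 further: 100% = response to 3 µM Δ7-dafachronic acid high control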
# GC-B act = human GC-B receptor activators, primary screen, HEK293 GC-B cells, cGMP TR-FRET, EC30 CNP; AID 1920062, 2024; 0% at EC30 CNP, 100% saturating CNP; activation, % at 10 µM; Atrial natriuretic peptide receptor 2 (Homo sapiens), P20594; 370,000 tested, 0.11% active;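 active means activation at 10 µM reaching about 35% in either raw or pattern-adjusted values, limit read from the data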
# sPLA2-III inh = human group III sPLA2 inhibitors, primary screen, biochemical, QFRET, BODIPY PC-A2 liposome substrate. Group 3 secretory phospholipase A2 (Homo sapiens), Q9NZ20. QFRET BODIPY PC-A2 liposome hydrolysis, fluorescence. inhibition, % at 12.2 µM. 370,000 tested, 0.56% active;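 active means inhibition above mean plus 3 SD of compounds lying within the high and low control bounds, cut at about 19% in these data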;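 further: 0% = median of test compound wells and 100% = no enzyme DMSO wells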
# Target sequence (Q9NZ20 whole entry, looked up): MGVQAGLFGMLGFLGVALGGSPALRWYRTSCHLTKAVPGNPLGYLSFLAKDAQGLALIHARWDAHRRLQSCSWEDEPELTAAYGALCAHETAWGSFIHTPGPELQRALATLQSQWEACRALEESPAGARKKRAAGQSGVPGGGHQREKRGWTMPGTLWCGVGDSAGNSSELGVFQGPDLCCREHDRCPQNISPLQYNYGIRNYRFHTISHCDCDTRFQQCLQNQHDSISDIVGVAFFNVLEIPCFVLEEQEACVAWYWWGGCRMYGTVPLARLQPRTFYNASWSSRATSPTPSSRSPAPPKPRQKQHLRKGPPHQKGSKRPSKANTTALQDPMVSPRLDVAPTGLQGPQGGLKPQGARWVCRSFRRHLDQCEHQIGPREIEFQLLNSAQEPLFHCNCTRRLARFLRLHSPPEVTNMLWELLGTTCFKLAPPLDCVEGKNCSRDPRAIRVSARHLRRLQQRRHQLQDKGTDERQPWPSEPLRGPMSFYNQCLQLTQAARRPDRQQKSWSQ
# DAX1 inh-1 = DAX1 (NR0B1) inhibitors on StAR promoter, primary screen, cell-based, luminescence, SF-1 (NR5A1), full-length DAX-1 | HEK293T StAR-luciferase reporter, SF-1/DAX-1 repression relief | inhibition, % at 6.8 µM | 370,000 tested, 1.1% active | AID 652010, 2013;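 active means inhibition above the mean over all tested compounds plus 3 SD, cut at about 3.6% in these data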;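 further: 0% = DAX-1 cells with DMSO and 100% = cells lacking DAX-1 with DMSO; higher inhibition means more luminescence from relief of DAX-1 repression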
# NPR1 activator = GC-A stimulated cGMP production enhancers – HEK293 GC-A cells, cGMP TR-FRET, EC30 ANP, primary screen | Atrial natriuretic peptide receptor 1 (Homo sapiens), P16066 | 0% at EC30 ANP, 100% saturating ANP | activation, % at 10 µM | 370,000 tested, 0.14% active | AID 1671463, 2021; in the data active means activation above about 40%
# DAX1 inh-2 = DAX1 (NR0B1) inhibitors, primary screen, cell-based, HEK293, Gal4-DAX1, luciferase luminescence | HEK293 Gal4-DAX1 luciferase reporter | 340,000 tested, 0.99% active | AID 504766, 2011 | inhibition, % at 6.75 µM;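 active means inhibition above the mean over all tested compounds plus 3 SD, cut at about 4.2% in these data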;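 further: 0% = DAX1-transfected cells with DMSO and 100% = empty-vector control cells with DMSO; inhibition shows as a rise in luminescence from relieved DAX1 repression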
# Target sequence (P51843 207-470 limits assumed): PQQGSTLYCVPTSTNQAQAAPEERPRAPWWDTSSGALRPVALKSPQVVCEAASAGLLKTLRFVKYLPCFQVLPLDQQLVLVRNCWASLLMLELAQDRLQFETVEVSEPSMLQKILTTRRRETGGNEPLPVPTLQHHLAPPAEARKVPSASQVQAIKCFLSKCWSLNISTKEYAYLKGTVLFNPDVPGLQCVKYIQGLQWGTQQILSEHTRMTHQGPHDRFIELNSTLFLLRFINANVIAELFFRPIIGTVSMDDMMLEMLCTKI
# ssDAF-12 act = S. stercoralis DAF-12 nuclear receptor activators, primary screen, cell-based, luminescence, HEK293, GRIP1 co-expression, lit1-tk-luc; Nuclear hormone receptor DAF-12 (Strongyloides stercoralis); HEK293 ssDAF-12/GRIP1 lit1-tk-luc reporter; % of 3 µM dafachronic acid response; activation, % at 6.8 µM; 370,000 tested, 1% active; AID 652126, 2013;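 active means activation above the mean over all tested compounds plus 3 SD, cut at about 0.9% in these data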;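 further: 0% = DMSO-only wells and 100% = 3 µM delta7-dafachronic acid wells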
# Active calls of the source: *; nt = no result given.
SMILES,GAA850 FXN act,hgDAF12 agonist,proKLK7 act,SMARCA2 activ,hcDAF-12 act,GC-B act,sPLA2-III inh,DAX1 inh-1,NPR1 activator,DAX1 inh-2,ssDAF-12 act
CN(C)c1ccc(C(CNC(=O)c2ccc(C#N)cc2)c2c[nH]c3ccccc23)cc1 (stereo unspecified),-2.6,0.5,-0.3,-4,-2.6,-1,-21,-0.8,4,-2.2,-1.1
C=CCNc1nc2c(c(=O)n(C)c(=O)n2C)n1CC(=C)C,2.0,-0.1,0.4,6,-1.4,9,2,1.4,6,0.8,0.1
O=C(NC1CCCC1)C(c1ccccn1)N(C(=O)c1csnn1)c1ccccc1Cl (stereo unspecified),5.8,-0.6,-0.6,-4,-0.8,-2,1,0.5,-4,1.0,-1.1
CC(=O)N(C1=C(N)C(=O)c2ccccc2C1=O)C(C)C,-0.9,-3.4,0.0,1,2.7,0,3,-0.6,2,-0.3,-1.9
Cc1nn(CCCC(=O)NCc2ccccc2)c(=O)c2nccn12,0.6,3.6,0.4,3,0.0,-1,6,-0.5,0,-0.6,-0.4
Cc1cc(NS(=O)(=O)c2ccc(NC(=O)C3CCCCC3)cc2)no1,2.2,2.0,0.1,0,-0.9,-1,-6,0.0,3,0.3,-1.2
O=C(NCC1CC1)c1onc(CSc2ccccc2)c1C(=O)NCC1CC1,-0.2,1.1,0.0,1,-0.7,4,-9,0.3,6,-0.4,-1.4
O=C(COC(=O)c1ccc(Sc2ncn[nH]2)c([N+](=O)[O-])c1)Nc1ccc(Cl)c(Cl)c1,nt,-0.1,-0.4,0,-0.5,-5,-23,0.8,-2,nt,-1.5
CC(Oc1ccc(F)cc1)C(=O)NN (stereo unspecified),1.0,1.2,-0.8,-4,1.4,4,-1,0.1,-3,-0.6,-1.4
CC1(CCOCc2ccccc2)NC(=O)NC1=O (stereo unspecified),1.5,0.1,-0.3,-1,-0.2,4,7,-0.8,2,0.3,-1.1
O=C(CN1CCCC1)N/N=C/c1ccc(-c2cccc(Cl)c2)o1,-0.2,3.6,-0.2,1,1.3,-12,-5,0.3,-7,0.0,-0.9
O=C1CN(C(=O)COc2ccccc2F)c2ccccc2N1,3.0,0.3,0.1,-2,-2.2,-2,9,-0.3,-3,-0.7,-1.8
Cn1cnc([N+](=O)[O-])c1Nc1ccc(O)cc1,2.0,0.9,0.3,3,-0.3,-2,-7,0.2,4,0.3,-0.8
COc1cccc(C=C(C#N)C(=O)c2ccccc2)c1,nt,3.4,-0.5,-4,-1.3,3,-4,0.3,12,nt,-0.8
C=CCn1cc(C(=O)OCC)c(=O)c2ccc(F)cc21,-0.2,-2.6,-0.5,-5,1.0,0,11,0.7,6,1.6,-1.1
COc1ccc(S(=O)(=O)Nc2ccccc2C(=O)NC2CC2)cc1NC(C)=O,2.0,-0.8,0.6,-2,-1.5,2,15,1.0,0,0.2,-1.3
CSCCC(NS(=O)(=O)c1ccc(Cl)cc1)C(=O)OCC(=O)N(C(C)C)C(C)C (stereo unspecified),1.8,0.6,0.0,-2,-1.1,-5,-12,-0.5,-1,0.0,-1.4
c1ccc(-c2ccc(-c3nc(-c4ccncc4)no3)cc2)cc1,4.1,7.4,-0.2,3,1.6,-3,0,2.7,3,2.8,-1.0
CC(=O)NC(c1ccccc1)c1c(O)ccc2ccccc12 (stereo unspecified),-1.7,-1.7,-3.2,0,-0.1,-6,-18,-0.4,-7,0.1,-1.4
CC1CCN(C(=O)C2CCN(S(=O)(=O)c3cccnc3)CC2)CC1,0.6,-1.4,0.6,-2,-0.8,1,5,0.1,2,-0.4,-1.1
CCc1c(C)sc(NC(=O)c2cccs2)c1C(=O)OC(C)C,3.9,-1.0,-0.1,0,-0.3,-7,-1,-0.3,-5,-1.1,-0.7
COc1ccc2c(c1)C=C(C(=O)OCc1cccnc1)CO2,0.9,2.8,1.4,-1,-2.0,-7,0,-0.6,-1,1.4,-1.3
CC(=O)Nc1ccc(OS(=O)(=O)c2ccc(Cl)cc2)cc1,0.6,2.1,-0.2,0,1.4,-6,-4,-0.1,-7,0.2,-0.9
Cc1cccnc1Nc1nc(-c2ccc(O)c(O)c2)cs1,14*,6.0,-0.8,-3,-1.1,-4,8,1.4,12,1.5,-1.0
O=C(NN=Cc1ccccc1O)c1cccc([N+](=O)[O-])c1,-8.2,-9.1,0.2,-3,-1.8,-1,6,-4.0,0,-3.0,-1.6

# Random excerpt: two compounds from above, in no set order.
SMILES,GAA850 FXN act,hgDAF12 agonist,proKLK7 act,SMARCA2 activ,hcDAF-12 act,GC-B act,sPLA2-III inh,DAX1 inh-1,NPR1 activator,DAX1 inh-2,ssDAF-12 act
O=C(COC(=O)c1ccc(Sc2ncn[nH]2)c([N+](=O)[O-])c1)Nc1ccc(Cl)c(Cl)c1,nt,-0.1,-0.4,0,-0.5,-5,-23,0.8,-2,nt,-1.5
Cc1cccnc1Nc1nc(-c2ccc(O)c(O)c2)cs1,14*,6.0,-0.8,-3,-1.1,-4,8,1.4,12,1.5,-1.0

# Going on with the list:
SMILES,GAA850 FXN act,hgDAF12 agonist,proKLK7 act,SMARCA2 activ,hcDAF-12 act,GC-B act,sPLA2-III inh,DAX1 inh-1,NPR1 activator,DAX1 inh-2,ssDAF-12 act
O=C(CCc1ccccc1)NNC(=O)COc1ccc(Cl)cc1,-1.6,-1.6,0.0,-3,0.1,0,0,0.7,2,1.4,-0.4
C=CCn1c2ccccc2c2nnc(SCC(=O)O)nc21,2.6,1.7,0.3,0,2.8,-2,4,-0.3,-2,-0.9,0.0
COC(=O)c1nnn(CC(=O)NC(=O)Nc2cccc(Cl)c2C)c1C(=O)OC,3.2,2.4,0.8,-3,-0.3,-6,-21,0.0,2,-0.2,-1.2
CN(C)CC(C)(C)CN=Cc1c(O)[nH]c2ccccc12,4.4,2.1,-0.3,-2,2.4,-2,19*,0.4,-2,-0.8,-1.0
CCOC(=O)c1c(-c2ccccc2)csc1NC(=O)c1cccc(N2C(=O)CCC2=O)c1,0.5,4.1,0.6,-3,-0.6,4,2,-0.4,4,2.0,-1.4
CC(C(=O)N1CCCC1)N(c1ccc(Cl)cc1)S(C)(=O)=O (stereo unspecified),0.9,1.0,-0.3,0,0.0,-3,6,-0.3,-1,-0.7,-1.3
COc1cc2c(cc1OC)C1(CCCCC1)CN(C)C2,0.0,3.0,2.4,1,3.1,3,1,0.6,3,-1.3,-2.1
Cc1cc(F)ccc1NCc1ccccc1[N+](=O)[O-],1.4,3.2,-0.3,-1,-2.4,-1,6,-0.8,-2,nt,-0.9
COC(=O)[C@H](Cc1ccccc1)NC(=O)NCCC1=CCCCC1,1.4,2.6,-0.1,-4,-0.9,-1,-4,1.1,4,-0.3,-2.3
CC(=O)Nc1cccc(OCc2ccc([N+](=O)[O-])cc2)c1,3.9,5.6,-0.7,2,1.3,2,-7,1.2,-3,1.2,-0.4
COc1ccc(/C=C(\NC(=O)c2ccccc2)C(=O)NCCN2CCOCC2)cc1,-0.2,-1.1,0.2,0,1.0,0,4,-0.2,2,-0.9,-0.5
O=C(Nc1nccs1)C1CCN(S(=O)(=O)c2cnc[nH]2)CC1,0.8,-1.5,0.2,-1,2.3,2,-3,-0.3,1,0.3,-0.4
COc1ccc(/C=C(/NC(=O)c2ccco2)C(=O)Nc2ccc(C(=O)O)cc2)cc1,0.6,-3.1,-0.2,-1,0.3,0,9,0.0,-3,-0.5,-1.2
CC(C)N(C(=O)CO/N=C/c1cccc([N+](=O)[O-])c1)C(C)C,0.3,-3.5,0.5,-4,-0.4,-5,4,-0.4,-2,1.2,-1.5
O=C(NCCc1cccnc1)c1cc(COc2ccc(F)cc2Cl)on1,-0.3,-4.0,0.2,-1,-1.1,4,-2,-2.5,28,-1.4,-0.7
NS(=O)(=O)c1ccc(CCNC(=O)[C@@H]2CCCN2S(=O)(=O)c2ccccc2F)cc1,-0.7,2.0,0.3,-2,-0.7,0,0,0.0,-2,-0.1,-1.5
Cc1c(S(=O)(=O)NC2CCCCCC2)c(=O)n(C)c(=O)n1C,-2.2,-0.7,-0.3,-5,-1.2,6,-11,1.2,3,-0.5,-0.8
Nn1c(SCc2ccccc2F)nnc1-c1ccncc1,2.6,3.5,1.3,-2,1.5,-6,1,0.4,4,nt,-0.4
CCC(C)NS(=O)(=O)c1ccc(S(=O)(=O)N(CC(=O)Nc2ccccc2)CC2CCCO2)cc1 (stereo unspecified),2.0,-2.4,0.7,-7,-2.2,8,-35,-0.1,0,-0.1,-1.2
O=C(O)c1ccc(Nc2ncc([N+](=O)[O-])cc2[N+](=O)[O-])cc1,1.1,1.4,0.0,2,-1.0,-5,-2,0.0,-3,nt,-1.5
COc1ccc(C2=NOC3(CC(=O)N(c4ccc(C)cc4)C3=O)C2)c(OC)c1 (stereo unspecified),4.2,-2.3,0.4,-1,-0.7,1,-1,-0.1,-4,0.4,-1.4
CC(C)(C)n1nc2c(c1NC(=O)Cc1ccc(Cl)cc1)CS(=O)(=O)C2,-0.6,4.3,0.6,-1,-0.4,-2,5,-0.7,4,-0.5,-0.5
Cc1cccc(OCC(=O)NCC(c2cccs2)N2CCOCC2)c1 (stereo unspecified),1.7,-1.3,-0.6,0,-1.4,0,6,1.8,2,-0.1,-0.8
O=C(Cn1nnc2ccccc21)Nc1ccc([N+](=O)[O-])cc1,-1.4,-1.1,0.7,0,-1.9,-2,-8,-0.2,1,-0.2,-1.1
CC1CC(C)CN(S(=O)(=O)N2CCC(C(=O)NCCC3=CCCCC3)CC2)C1 (stereo unspecified),1.1,-1.8,-0.4,1,1.3,0,-5,0.0,2,0.0,-0.9
O=c1c(Cl)c(N2CCNCC2)cnn1C12CC3CC(CC(C3)C1)C2,1.3,2.1,0.1,0,-1.5,-1,1,-0.5,-1,0.6,-1.6
COc1ccccc1CNC(=O)c1ccc2c(=O)n(CC3CCCO3)c(=S)[nH]c2c1 (stereo unspecified),-0.4,-2.7,0.1,2,-1.5,0,4,-0.4,-2,-0.7,-1.4
COc1ccc(-c2ccnc(SCC(=O)N3CCN(c4ccccc4)CC3)n2)cc1,-0.5,-1.7,0.2,-2,-1.0,0,2,-0.3,-5,nt,-0.9
COc1cc(NC(=O)CCn2c(=O)[nH]c3ccsc3c2=O)cc(OC)c1,0.3,-0.6,-0.6,-1,-1.2,-6,-6,-0.6,-6,-0.5,-1.9

# Source: PubChem BioAssay
